# Compound activity as filed in PubChem.
# BAP1 inh = inhibitors of BAP1 deubiquitinase, primary screen, biochemical, Ub-AMC fluorescence, kinetic; activity remaining (% of control), % at 20 µM; 0.48% of 72,000 active; recombinant BAP1, Ub-AMC hydrolysis fluorescence kinetic; stronger effect = lower value; AID 436, 2006; Ubiquitin carboxyl-terminal hydrolase BAP1 (Homo sapiens), Q92560;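 active = activity remaining at or below 50% of control, provided the compound also passes the data quality filters; inactive = the rest, including low values that fail the filters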;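 note: 100% = DMSO wells rate and 0% = substrate alone blank rate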
# Target sequence (Q92560 whole entry, looked up): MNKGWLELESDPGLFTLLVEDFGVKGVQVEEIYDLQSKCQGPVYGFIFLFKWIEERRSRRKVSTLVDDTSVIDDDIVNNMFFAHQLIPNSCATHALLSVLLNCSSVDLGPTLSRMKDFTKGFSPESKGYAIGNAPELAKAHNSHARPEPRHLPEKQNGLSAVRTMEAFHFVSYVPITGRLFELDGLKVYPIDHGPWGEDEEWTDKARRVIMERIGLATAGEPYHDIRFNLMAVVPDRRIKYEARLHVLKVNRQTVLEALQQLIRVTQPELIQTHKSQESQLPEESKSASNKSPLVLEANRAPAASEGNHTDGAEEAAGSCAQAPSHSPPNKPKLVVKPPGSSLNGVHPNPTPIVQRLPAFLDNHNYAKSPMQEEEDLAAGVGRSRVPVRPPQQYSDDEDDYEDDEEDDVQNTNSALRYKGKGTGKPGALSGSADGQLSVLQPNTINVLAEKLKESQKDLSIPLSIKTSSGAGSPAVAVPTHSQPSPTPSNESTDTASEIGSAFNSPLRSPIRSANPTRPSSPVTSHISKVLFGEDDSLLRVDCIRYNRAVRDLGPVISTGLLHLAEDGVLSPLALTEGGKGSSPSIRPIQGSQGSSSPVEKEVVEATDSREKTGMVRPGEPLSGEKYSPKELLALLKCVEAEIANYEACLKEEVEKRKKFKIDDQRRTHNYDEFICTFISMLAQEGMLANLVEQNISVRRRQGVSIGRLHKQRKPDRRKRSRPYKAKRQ
# HePTP inhibitor = inhibitors of human HePTP phosphatase, primary screen, biochemical, absorbance, leukemia target; Tyrosine-protein phosphatase non-receptor type 7 (Homo sapiens), P35236; recombinant HePTP phosphatase activity, OD absorbance; inhibition, % at 20 µM; 0.64% of 110,000 active; in the data active = inhibition above about 50%;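 note: plate controls were vehicle for no effect and reference inhibitor for full effect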
# Numbers without * were called inactive; / = no result given; & = joins results of further samples. Not a hit list; 0.83% or so of the library scored in one or more.
molecule	BAP1 inh	HePTP inhibitor
CCOC(=O)/C=C(\C)Nc1cc(-c2ccc(Cl)cc2)[nH]n1	/	5
Cc1cc(NC(=O)c2cccc(S(=O)(=O)N3CCOCC3)c2)c2ccccc2n1	/	-2
COc1ccc2cc(CCNC(=O)c3ccc(Br)o3)c(=O)[nH]c2c1	81	-9
CC1CCCCN1S(=O)(=O)c1ccccc1[N+](=O)[O-] (configuration not stated)	/	-2
CCCCNC(=O)c1ccc(CS(=O)(=O)c2ccc(OC)cc2)o1	83	-3
COc1ccc(C(=O)NCc2cccnc2)c(OC)c1	/	6
COC(=O)c1cc(=O)n(C2CC2)c(=NC2CC2)s1	99	8
Cc1cc(C)n(CC(=O)n2c3ccccc3c3ccccc32)n1	79	2&5
CCOc1ccc(-c2nnc3sc(-c4ccccc4OC)nn23)cc1	104	3
CNC(=S)NCC12CC3CC(CC(C3)C1)C2	/	-3
CCCCSc1nnc([C@@H]2CCCN2C(=O)OC(C)(C)C)o1	105	12
O=C(CCc1nc2ccccc2[nH]1)Nc1ccccc1	97	-4
COc1ccc(-c2nc(CS(=O)CC(=O)N3CCCC3)c(C)o2)cc1 (configuration not stated)	86	8
O=C(NCc1ccccc1)c1ccc(OC2CSC2)cc1	103	1&5
CCc1cc2c(=O)c(-c3ccc4c(c3)OCCO4)coc2cc1OC(=O)c1ccco1	105	-2
CCOC(=O)CSC1=Nc2ccccc2C2=NC(CC(=O)NCc3ccccc3)C(=O)N12 (configuration not stated)	/	-9
O=C1CC(c2ccccc2)CC2=C1C(c1cccs1)Nc1ccc(C(=O)c3ccccc3)cc1N2 (configuration not stated)	/	3
Cc1cc(S(=O)(=O)NCC(C)C)ccc1OCC(=O)N1CCOCC1	120	4
CC(=O)OCC1=C(C(=O)O)N2C(=O)[C@@H](NC(=O)CSc3ccncc3)[C@H]2SC1	76	/
Cc1nc2nc(-c3ccccc3)nn2c(C)c1Cl	96	4
Cc1csc(SCCn2c(N3CCCC3)nc3c2c(=O)[nH]c(=O)n3C)n1	71	9
CCOC(=O)C1CCN(CN2C(=O)C(=O)c3ccccc32)CC1	/	3
CCOc1ccccc1-n1c(SCC(=O)NC(C)CC)nnc1-c1ccoc1C (configuration not stated)	93	4
N#CC1C(=O)NC(N2CCN(c3ccccc3)CC2)=NC12CCCCC2 (configuration not stated)	102	-2
COc1ccc(C2CC(C(F)(F)F)n3nc(C(=O)Nc4cccc(O)c4)cc3N2)cc1 (configuration not stated)	57	/

# Profiles as entered above:
# `Cc1cc(NC(=O)c2cccc(S(=O)(=O)N3CCOCC3)c2)c2ccccc2n1` is listed with BAP1 inh: /; HePTP inhibitor: -2
# `Cc1nc2nc(-c3ccccc3)nn2c(C)c1Cl` is listed with BAP1 inh: 96; HePTP inhibitor: 4

# Further structures
molecule	BAP1 inh	HePTP inhibitor
COc1ccc(-c2nnc(SCC(=O)Nc3cccc(Cl)c3)o2)cc1	41*	0
O=c1[nH]c(/C=C/c2ccc(N3CCOCC3)c([N+](=O)[O-])c2)c([N+](=O)[O-])c(=O)[nH]1	/	8
CCOC(=O)C(CC)P(=O)(c1ccccc1)c1ccccc1 (configuration not stated)	/	-15
O=C(Nc1ccc(NC(=O)C2CC2)cn1)c1ccccc1Cl	106	3
COc1cccc(NC(=O)Cn2nnc(-c3ccccc3N)n2)c1	102	7
CCCS(=O)(=O)c1nc(S(=O)(=O)c2ccc(C)cc2)c(NCCCN2CCOCC2)s1	89	4
CCOc1c(Br)cc(Br)cc1/C=C1\SC(=S)NC1=O	/	6
N/C(=N\S(=O)(=O)c1ccccc1)c1ccccc1	/	-1&-5
O=C(NCCCN1CCOCC1)/C(=C/c1cccs1)NC(=O)c1ccccc1	/	2
COc1ccccc1-c1coc2c(CN(C)C)c(O)ccc2c1=O	/	4
CC(=O)OC(C(=O)Nc1ccccc1)C(C)S(=O)(=O)c1ccccc1 (configuration not stated)	102	4
COc1ccc(N2CC(C(=O)N/N=C/c3cc(OC)ccc3OC)CC2=O)cc1 (configuration not stated)	/	-2
CCCCN(CCCC)CCn1cnc2c([nH]c3ccc(OC)cc32)c1=O	69	15
Cc1c(Cl)cccc1N=C1NC(=O)/C(=C/c2ccc(OC(C)C)cc2)S1	/	1
CCOC(=O)C1=C(O)/C(=C\c2ccccc2OC)N=C1C	/	-4
COc1ccccc1/C=N/N=C1/NC(=O)C(CC(=O)Nc2cccc(C(C)=O)c2)S1 (configuration not stated)	/	11
COc1cccc(C(=O)NC(NC(=S)Nc2ccc(Cl)cc2Cl)C(Cl)(Cl)Cl)c1 (configuration not stated)	/	4
CCN(CC)CCN1C(=O)C(=O)/C(=C(/O)c2ccncc2)C1c1ccccc1F (configuration not stated)	95	4
COC(=O)c1ccccc1NC(=O)c1sc(N)nc1C	95	2
CCc1ccc(NC(=O)c2noc3c2CCCCC3)cc1	87	7
O=C(NCCN1CCCCCC1)c1ccc(N2CCCC2=O)cc1	88	11
CCOc1ccc(S(=O)(=O)Nc2ccccc2C(=O)Nc2ccccc2N2CCOCC2)cc1	51	8
O=C1C=C/C(=N\S(=O)(=O)c2cccc([N+](=O)[O-])c2)c2ccccc21	/	-12
O=C(NC(=S)NCCCN1CCOCC1)c1ccc(Cl)cc1Cl	/	0
COc1ccc(-n2ncc3c(NC(C)C)ncnc32)cc1	108	-5
O=C(Nc1nccs1)c1cccc(S(=O)(=O)N2CCCCC2)c1	80	-3
NC(=O)N1c2ccccc2C=Cc2ccccc21	84&85	2
CCSCCOC(=O)C1=C(C)N(C)C(=O)NC1c1cc(OC)ccc1OC (configuration not stated)	100	6&4
CC1(C)C(=O)N(Cc2ccccc2)c2ccccc2N1C(=O)c1cccc([N+](=O)[O-])c1	62	/
CN(c1nnc(N)s1)C1CCCCC1	100	1
COc1ccc(C(C#N)N2CCCCC2)cc1OC (configuration not stated)	106	-2
CCOC(=O)c1c(NC(=O)c2ccc(Br)cc2)sc(C(=O)N(CC)CC)c1C	/	-3
CN(C(=O)c1ccccc1)c1nc2ccccc2s1	91	2
CN1CCN(C(=O)/C=C/c2ccc(Cl)cc2)CC1	/	8
Cc1cc(C(=O)CSc2nnnn2C)c(C)n1CCc1ccc(Cl)cc1	98	4
CC(N=Cc1ccc(O)cc1)C1COc2ccccc2O1 (configuration not stated)	/	-14
Nc1nonc1-c1nc2ccccc2n1CC(=O)NC1CCCC1	84	-11
Cc1ccc(NC(=S)NC(=O)c2ccccc2Cl)cc1C	/	-6
O=C(/C=C/c1ccc(F)cc1)c1nc2ccccc2s1	/	-13
N#CC1=C(N)N(c2ccc(Br)cc2)C2=C(C(=O)CCC2)C1c1cccnc1 (configuration not stated)	96	4
CCOC(=O)C(=CNc1ccc(C)c(C)c1)C(=O)OCC	/	2
COc1ccc(CC(=O)N2CCN(c3cccc(Cl)c3)CC2)cc1OC	/	-5
O=C1c2ccccc2C(O)N1c1ccc(Cl)cc1 (configuration not stated)	98	-4
CC(C(=O)O)C1SC(=O)NC1=O (configuration not stated)	92	6
CC(=O)[C@H]1[C@@H]2C(=O)N(c3cccc(Cl)c3)C(=O)[C@@H]2[C@H]2c3ccccc3C=CN21	/	8
CC1(C)C2CCC1(C)C(NC(=O)C1CC3c4ccccc4C1c1ccccc13)C2 (configuration not stated)	/	2
C=CC1C(N2CCOCC2)C(C)(C)S1(=O)=O (configuration not stated)	96	4
COCCOC(=O)C1=C(C)Nc2nc(C)nn2C1c1ccccc1 (configuration not stated)	94	-7
O=C(NCCOC(=O)c1ccncc1)c1ccccc1	95	-9
CCOc1ccc(N2C(=O)NC(=O)/C(=C/C=C/c3ccco3)C2=O)cc1	/	0

# Further records
molecule	BAP1 inh	HePTP inhibitor
CCc1nc(SCC(=O)N2CCOCC2)c2c(=O)n(C)c(=O)n(C)c2n1	94	4
Cc1ccc(-c2nc3cc(NC(=S)NC(=O)c4ccco4)ccc3o2)cc1	/	-3
O=C(Nc1nc2ccccc2n1Cc1ccc(Cl)cc1)c1ccc(Cl)cc1	/	-14
COc1cc(/C=C2\C(=O)NC(=O)N(c3ccc(C)cc3)C2=O)cc(Cl)c1O	/	3
O=C(NCCc1cn2ccccc2n1)c1ccccc1F	92	10
O=C1c2ccccc2C(=O)N1c1nc2nccc(-c3ccccc3)n2n1	137	16
CCc1ccccc1NC(=O)C(=O)NCCCO	/	7
Cc1ccc(-c2csc(-c3cc4cc([N+](=O)[O-])ccc4oc3=O)n2)cc1	/	10
Cc1ccc(-c2cn3c(n2)CCCC3)cc1	105	5
CCOP(=O)(c1ccccc1Cl)C1(O)CCCCC1 (configuration not stated)	100	3
O=C(Nc1ccccc1C(=O)NC(Cc1c[nH]c2ccccc12)C(=O)O)c1ccccc1 (configuration not stated)	/	7
Cc1ccc(CN2CCN(/N=C\c3cc(Br)ccc3O)CC2)cc1	/	-1
Brc1ccc2nc3c(n2c1)CCCC3	96	7
Cc1ccc(-c2noc(COc3cccc(C)c3)n2)cc1	/	-6
O=C(Cc1ccccc1)Nc1ccc2oc(-c3cccnc3)nc2c1	110	-2
COCCCNC(=O)CN(c1ccc(Cl)c(C(F)(F)F)c1)S(=O)(=O)c1ccccc1	/	4
CC1CCCCC1NC(=O)CN(C)S(=O)(=O)c1cccc2nsnc12 (configuration not stated)	81	-10
COc1ccc(/C=N/Nc2nnc(-c3ccccc3)c(-c3ccccc3)n2)c(OC)c1	/	3
Cc1ccc(C(=O)CSc2nc(N)cc(=O)[nH]2)cc1	102	-2
O=C(NCc1ccc2c(c1)OCO2)c1ccc(S(=O)(=O)N2CCCC2)cc1	/	5
COc1ccc(-n2nc3cc(C)c(NC(=O)c4cccc5ccccc45)cc3n2)cc1	/	5
COc1ccc(NC(=O)c2cc3ccccc3o2)cc1	91	2
CCN(CC)S(=O)(=O)c1ccc(-c2ccc(S(=O)(=O)N(CC)CC)cc2)cc1	/	-7
COc1ccc(C)cc1NC(=O)c1ccc([N+](=O)[O-])c(C)c1	/	-18
CCOC(=O)c1cc2nc(-c3ccc(OC)cc3)cc(C(F)(F)F)n2n1	/	11
O=C1CSC2=NCN(c3cccc(Cl)c3)CN12	/	2
O=C(Nc1ccncc1)c1ccccc1Cl	137	/
Cc1cnc(C(=O)OCC(=O)N2CCN(C(=O)c3ccco3)CC2)cn1	101	-2
CC(=O)NC(c1ccc(C)cc1)c1c(OC(C)=O)ccc2ccccc12 (configuration not stated)	/	4
Cn1c(=O)c2cn3ncccc3c2n(C)c1=O	78	5
Cc1sc2nc(CSc3nc4ccccc4c(=O)n3CCCN3CCOCC3)[nH]c(=O)c2c1C	/	4
O=C(Cn1nnc(-c2ccccc2)n1)OCc1ccccc1	100	8
Cc1cc(N2CCc3ccccc32)n2ncnc2n1	107	/
O=C(NC(Cc1ccccc1)C(=O)Nc1ccccc1)OCc1ccccc1 (configuration not stated)	/	-7
O=C(O)CCCCCCCCCCN1C(=O)/C(=C/c2cccc(Br)c2)SC1=S	/	102*
CSc1nccc(Nc2ccccc2)c1C#N	95	11
CC1CCc2nc(N)c(C#N)c(-c3ccncc3)c2C1 (configuration not stated)	/	6
COc1ccccc1NC(=O)N1CCCC1C(=O)Nc1ccc2c(c1)OCO2 (configuration not stated)	103	10
CC1=C(C(=O)Nc2ccccc2)C(c2ccccc2O)NC(=S)N1 (configuration not stated)	53	/
O=C(NC1CCCCCC1)C1CCN(S(=O)(=O)N2CCC3(CC2)OCCO3)CC1	105	-10
CC1(C)CC(=O)C2=C(C1)OC(N)=C(C#N)C2c1ccsc1 (configuration not stated)	104	8
CC(=O)c1ccc(N2CCCC2)c(F)c1	77	-7
CCOC(=O)c1c(C)[nH]c(C(=O)NCc2ccccc2OC)c1C	91	1
CC1CCN(c2nc(-c3ccccc3O)nc3ccccc23)CC1	/	4
C=C(C)Cn1c(Sc2nnc(C)s2)nc2c1c(=O)[nH]c(=O)n2C	73	-4
O=[N+]([O-])c1cccc(S(=O)(=O)N2CCN(c3ccccc3)CC2)c1	/	2
Cc1ccc(NC(=O)COc2ccc(Cl)cc2)c([N+](=O)[O-])c1	/	10
CCOC(=O)Cn1c(=O)oc2cc(S(=O)(=O)Nc3cccc(C)c3)ccc21	99	-14
O=C(Nc1cc2ccccc2cc1NC(=O)c1cccs1)c1cccs1	118	/
CS(=O)(=O)N(CC(=O)N1CCCC1)c1ccc(Cl)c(Cl)c1	/	0

# An excerpt from above in order of the BAP1 inh value, highest first:
molecule	BAP1 inh	HePTP inhibitor
O=C(Nc1ccncc1)c1ccccc1Cl	137	/
O=C(Nc1cc2ccccc2cc1NC(=O)c1cccs1)c1cccs1	118	/
Cc1cc(N2CCc3ccccc32)n2ncnc2n1	107	/
O=C(Cn1nnc(-c2ccccc2)n1)OCc1ccccc1	100	8
CC(=O)c1ccc(N2CCCC2)c(F)c1	77	-7
CC1=C(C(=O)Nc2ccccc2)C(c2ccccc2O)NC(=S)N1 (configuration not stated)	53	/
